D1 ag – Allosteric Agonists of the Human D1 Dopamine Receptor: qHTS | D(1A) dopamine receptor (Homo sapiens), P21728 | HEK293 T-REx D1 cells, calcium flux, agonist mode | activation, % at 2 µM | hit rate 1% among 360,000 | AID 504660, 2011; in the data active = activation above about 30%; also: 0% is about no effect
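Inducible HEK293 T-REx D1 cells, force-coupled to calcium signalling, were plated at 4000 cells/well with tetracycline and held overnight at 30 C. After no-wash calcium dye loading, compound-evoked calcium rise over 180 s flagged agonists.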
TRHR PAM – qHTS for Small Molecule Agonists and Allosteric Enhancers of Human TRH Receptor: Primary Screen for Enhancers. enhancement, % at 2 µM. TRHR cells, fluo-8 calcium fluorescence, EC20 TRH enhancement. hit rate 0.66% among 360,000. Thyrotropin-releasing hormone receptor (Homo sapiens), P34981. AID 493056, 2011; in the data active = enhancement above about 30%; also: 0% is about no effect
Target sequence (P34981 whole entry, looked up): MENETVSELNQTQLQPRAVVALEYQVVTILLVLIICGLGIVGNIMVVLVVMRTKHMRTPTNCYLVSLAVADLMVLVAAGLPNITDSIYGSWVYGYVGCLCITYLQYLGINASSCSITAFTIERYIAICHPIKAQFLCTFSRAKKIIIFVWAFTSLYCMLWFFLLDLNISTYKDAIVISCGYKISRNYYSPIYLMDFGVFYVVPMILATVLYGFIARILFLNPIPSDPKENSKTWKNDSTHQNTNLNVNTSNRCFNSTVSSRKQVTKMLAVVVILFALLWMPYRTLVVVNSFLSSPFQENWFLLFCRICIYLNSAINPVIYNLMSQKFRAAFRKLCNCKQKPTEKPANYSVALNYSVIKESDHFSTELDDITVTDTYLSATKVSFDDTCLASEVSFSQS
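TRHR-expressing cells loaded with fluo-8 calcium dye were read kinetically (ex 480/em 530) during compound addition, then stimulated with an EC20 of TRH (10 nM final). Enhancement of the Gq-mediated intracellular calcium response was scored.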
TRHR ag – qHTS for Small Molecule Agonists and Allosteric Enhancers of Human TRH Receptor: Primary Screen for Agonists. hit rate 0.18% among 360,000. TRHR cells, calcium flux fluo-8, FDSS agonist mode. activation, % at 2 µM. Thyrotropin-releasing hormone receptor (Homo sapiens), P34981; in the data active = activation above about 30%; also: 0% is about no effect
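In this calcium-flux screen, cells bearing human TRHR are dye-loaded with fluo-8, baselined for 10 cycles, then exposed to library compounds; positive kinetic calcium responses during the agonist phase mark hits, with TRH as control.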
RXFP1 agonist – qHTS Assay for Agonists of the Relaxin Receptor RXFP1 | Relaxin receptor 1 (Homo sapiens), Q9HBX9 | HEK293T-RXFP1 cAMP TR-FRET, 30 min; response scale: percent of porcine relaxin response, buffer zero | hit rate 0.3% among 370,000 | AID 2676, 2010 | Potency, µM (top dose mostly 57.5 µM), for inactives: at the top dose activation, hits mostly activators; also: potency is read from the fitted curve at half-maximal effect; % is scaled to controls: 0 for no effect and ±100 for the full control effect; nearly all actives have a fitted effect of over 60% in size; many of its hits are not listed in these tables
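HEK293 cells stably expressing RXFP1, treated 30 min at 37C with compounds plus PDE4 inhibitor Ro 20174; cAMP measured by HTRF TR-FRET. Normalized to buffer and 29 nM porcine relaxin; EC50 by Hill fit.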
D1 PAM – Potentiators of Human D1 Dopamine Receptor: qHTS; potentiation, % at 10 µM; AID 504651, 2011; HEK293 TREx D1 cells, calcium flux, dopamine EC20 potentiation; hit rate 0.036% among 360,000; D(1A) dopamine receptor (Homo sapiens), P21728; in the data active = potentiation above about 30%; also: 0% is about no effect
RXFP1 antagonist – qHTS Assay for Antagonists of the Relaxin Receptor RXFP1 | Relaxin receptor 1 (Homo sapiens), Q9HBX9 | hit rate 0.59% among 350,000 | HEK293-RXFP1, relaxin-stimulated cAMP HTRF, 30 min; hits give low values | activity change, negative = inhibition, % at 57.5 µM;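 active = activity change of -60% or lower, but not beyond a set lower limit; inconclusive = change between -60% and -40%, or beyond the set limit; inactive = change above -40%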; also: % is scaled to controls: 0 for no effect and ±100 for the full control effect
D1 antag – Antagonist of Human D 1 Dopamine Receptor: qHTS; activity change, negative = inhibition, % at 10 µM; HEK293 TREx D1 cells, calcium flux, dopamine EC80; hits give low values; D(1A) dopamine receptor (Homo sapiens), P21728; AID 504652, 2011; hit rate 3.2% among 360,000; in the data active = activity change below about -30%; also: % is scaled to controls: 0 for no effect and ±100 for the full control effect
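Cells carrying a force-coupled, tetracycline-inducible human D1 receptor report calcium flux. Each well gets a 10 s baseline, compound with 180 s monitoring, then an EC80 dopamine stimulus with a second 180 s kinetic read.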
D2 PAM – HTS Assay for Positive Allosteric Modulators of the Human D2 Dopamine Receptor: Primary Screen for Potentiators; HEK293 T-REx D2, calcium flux, EC20 dopamine potentiation; hit rate 0.34% among 340,000; AID 485347, 2010; potentiation, % at 10 µM;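 active = potentiation over 3 SD above the plate norm, cut at about 30% in these data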; also: 0% is about no effect
Target sequence (P14416 whole entry, looked up): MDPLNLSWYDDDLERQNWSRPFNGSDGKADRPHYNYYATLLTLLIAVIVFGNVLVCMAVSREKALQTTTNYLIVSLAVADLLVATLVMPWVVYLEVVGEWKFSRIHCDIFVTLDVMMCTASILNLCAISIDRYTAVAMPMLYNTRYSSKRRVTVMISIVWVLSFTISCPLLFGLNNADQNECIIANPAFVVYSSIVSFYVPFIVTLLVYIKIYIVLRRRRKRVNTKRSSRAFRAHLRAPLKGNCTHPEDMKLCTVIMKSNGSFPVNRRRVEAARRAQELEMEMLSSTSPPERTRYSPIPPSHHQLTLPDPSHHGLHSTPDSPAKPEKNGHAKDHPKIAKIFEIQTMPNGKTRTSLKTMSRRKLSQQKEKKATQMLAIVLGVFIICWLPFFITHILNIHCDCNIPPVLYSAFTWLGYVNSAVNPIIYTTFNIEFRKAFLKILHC
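Tetracycline-induced HEK293 T-REx cells force-coupled to calcium signalling expressed D2; compounds were pin-added after a 10 s baseline, read kinetically 180 s, then an EC20 dopamine challenge followed with a further 180 s calcium read.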
Anesthetic bind – qHTS Assay for Identification of Novel General Anesthetics | apoferritin/1-aminoanthracene competitive binding, fluorescence | Potency, µM (top dose mostly 77.5 µM), inactives show at the top dose activity change, negative = displacement, usual class: inhibitors | hit rate 0.074% among 350,000 | AID 485281, 2010 | Ferritin light chain (Equus caballus), P02791; also: potency is read from the fitted curve at half-maximal effect; % is scaled to controls: 0 for no effect and ±100 for the full control effect; nearly all actives have a fitted effect of over 20% in size
Target sequence (P02791 2-175 limits assumed): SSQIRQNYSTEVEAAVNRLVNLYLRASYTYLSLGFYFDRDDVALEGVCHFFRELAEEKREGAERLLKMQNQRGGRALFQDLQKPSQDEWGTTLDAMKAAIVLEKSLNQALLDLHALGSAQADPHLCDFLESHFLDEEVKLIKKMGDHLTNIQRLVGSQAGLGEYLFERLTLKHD
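10 uM apoferritin + 50% sat. 1-AMA, PBS; cpd 10 min RT; Ex380/Em535 endpoint; normalized to free probe vs complex; 4-param Hill fit; propofol titration as pos. ctrl.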
Starred values were filed as active, the others as inactive; ? = inconclusive; · = not tested or not shown; [ ] = dose if it differs, or a comment. Unless noted, calls follow the shape of the dose curve; as a rule, active = well fitted curve in the direction sought with a large enough effect; inconclusive = small, poorly fitted or top-dose-only effect, or another doubt; inactive = no such curve, though single readings can be large; an effect the other way counts as inactive or inconclusive. These rows are one share of the data. The share of hits here may be higher or lower than overall.

SMILES	D1 ag	TRHR PAM	TRHR ag	RXFP1 agonist	D1 PAM	RXFP1 antagonist	D1 antag	D2 PAM	Anesthetic bind
CN(C)CCCC1(O)c2ccccc2CCc2ccccc21	6	-4	2.7	-0.1%	-4	-14	-7	-16	-7%
COc1ccccc1C(=O)Nc1ccc(-c2cc(C(F)(F)F)nn2-c2ccccc2)cc1	0	-2	3.9	-1.5%	-3	-25	3	6	-5%
Cc1ccccc1CNC(=O)CSc1nnc(C)c2c(C)n(-c3ccccc3)nc12	0	4	-0.4	-0.6%	-1	-16	-8	1	56%[activator]
O=C(NCc1ccccc1)c1ccc(Cn2cc(C(F)(F)F)ccc2=O)cc1	3	2	-0.3	0.3%	-2	-21	13	-3	-15%
COC(=O)CN1C(=O)NC2(CCCc3ccccc32)C1=O (centres undefined)	3	7	0.7	-0.4%	5	-1	-9	-1	-1%
O=C(CC1C(=O)N(Cc2ccccc2)C(=S)N1CCN1CCOCC1)Nc1ccc(F)cc1 (centres undefined)	15	12	2.2	0.7%	-10	-22	-14	0	-9%
CCN(CC)C1=N/C(=C\c2ccc(OC)cc2)C(=O)N1c1ccccc1	2	0	0.2	1.2%	0	-16	0	8	-7%
COc1ccc(CNC(=O)[C@H](CCSC)NC(=O)N2CCn3c2nc2ccccc23)cc1	0	2	0.0	-2.4%	-4	-21	5	6	-9%
COc1ccc(NC(=O)c2c(C)oc3ccc(O)c(CN4CCCC(C)C4)c23)cc1Cl (centres undefined)	3	4	0.5	-1.2%	-1	-22	1	-13	-15%
CNC(=O)CCSSCCC(=O)NC	3	2	0.8	-3.1%	-9	-2	-16	-1	2%
O=C(NC1CCCC1)C(c1ccccn1)N(C(=O)c1csnn1)c1ccccc1Cl (centres undefined)	1	-7	-0.3	1.2%	1	4	2	-4	-2%
Cc1cc(C)nc(NC(=O)/C=C/c2cccs2)c1	0	0	-0.7	0.6%	4	-9	-12	-11	-23%
O=C(NC1CC1)c1sc2ccccc2c1Cl	1	-1	-1.4	8.2%	-4	1	-2	5	10%
Cn1c(=O)cc(SCC(=O)NCc2ccc(F)cc2)c2ccccc21	0	6	-1.4	9.2%	-3	10	0	-28	-13%
COc1ccccc1N(CC(=O)NC1CCCCC1)C(=O)CCC(=O)Nc1ccccn1	1	5	0.4	2.4%	-3	-9	1	5	-2%
C=CCOc1c(CNc2ncn[nH]2)cccc1OC	4	-1	0.1	-1.0%	2	4	35	9	-6%
CC(C)c1cc(C(=O)NCc2ccc(F)cc2)no1	0	9	-2.1	0.2%	1	3	-9	-4	?
COc1ccc(OC)c(/C=N/NC(=O)c2nnn(-c3nonc3N)c2-c2cccs2)c1	0	4	0.0	0.5%	4	-17	5	-3	138%[activator]
N#Cc1nc(-c2ccc(Cl)cc2)oc1NCCc1ccccn1	-1	-3	0.5	3.2%	-6	9	-16	13	-1%
Cc1nonc1C(=O)N/N=C/c1ccc(O)cc1	3	0	0.5	?	-6	-10	-11	-5	-1%
C=CCN1C(=O)/C(=C2/Sc3ccc(OC)cc3N2C)SC1=NCc1ccccc1	5	5	0.5	?	6	1	-7	17	-11%
CCN(CC)S(=O)(=O)c1cccc(NC(=O)c2ccc(-n3nc(C)cc3C)cc2)c1	4	-9	0.4	0.3%	-3	·	-19	-8	-22%
COc1cc(/C=C2\SC(=O)N(CCNC(=O)c3sc4cc(F)ccc4c3Cl)C2=O)cc(OC)c1OC	2	-2	0.6	-7.7%	-7	-4	16	0	-2%
COc1ccc(N2C(=O)CC(NC34CC5CC(CC(C5)C3)C4)C2=O)c(OC)c1 (centres undefined)	0	-2	-0.7	-0.2%	0	2	-6	-2	-7%
Cc1ccc(S(=O)(=O)Nc2ccccc2F)cc1C(=O)NNC(=O)c1csc(N2CCOCC2)n1	2	6	1.0	-0.9%	3	-5	0	5	·
Additional records:
SMILES	D1 ag	TRHR PAM	TRHR ag	RXFP1 agonist	D1 PAM	RXFP1 antagonist	D1 antag	D2 PAM	Anesthetic bind
O=C(COC(=O)CCOc1ccccc1)NCCc1ccccc1	6	1	0.0	-0.1%	0	0	4	-12	·
CCC(Oc1ccccc1)C(=O)Nc1ccccc1N1CCCCC1 (centres undefined)	3	-7	0.3	-0.2%	-2	-8	-18	19	-1%
CCOC(=O)N1CCN(c2c(NCc3cccs3)c(=O)c2=O)CC1	1	-1	0.3	-1.8%	5	·	0	5	6%
CC(=O)NC1CCN(CC(=O)Nc2cccc([N+](=O)[O-])c2)CC1	2	0	0.3	-0.3%	7	-9	1	4	-5%
C=CCn1c(SCC(C)=O)nc2scc(-c3ccco3)c2c1=O	8	-3	3.3	9.6%	·	5	-15	1	-6%
N=c1n(CCN2CCCC2)c2ccccc2n1CC(O)c1ccc(Cl)c(Cl)c1 (centres undefined)	12	5	2.3	1.6%	-4	-24	8	4	-17%
O=[N+]([O-])c1ccc(OCCN2CCCCCC2)cc1	2	-5	0.1	-0.1%	1	-33	2	-14	5%
O=C(NC(=S)Nc1ccc2oc(-c3cccnc3)nc2c1)c1cccc(Cl)c1	1	-5	-0.1	0.0%	-4	-30	-3	-4	-5%
COc1ccc(N2CCCn3c2nc2c3c(=O)n(Cc3ccc(F)cc3)c(=O)n2C)c(OC)c1	0	-2	-0.3	1.6%	-7	-15	20	3	-15%
Cc1ccc(NC(=O)N2CCCC2C(=O)NCc2ccc3c(c2)OCO3)cc1 (centres undefined)	1	14	-1.3	2.8%	5	-9	-9	-3	-9%
Cc1n[nH]c(=O)nc1NCc1ccccc1Cl	6	-3	0.5	3.3%	-6	12	41	-6	-12%
O=C(C1COc2ccccc2O1)N1CCN(Cc2ccc(Br)cc2F)CC1 (centres undefined)	8	-1	0.3	1.9%	-7	-19	-18	1	-20%
CCc1cc(=O)oc2cc(C)cc(OCC(=O)NCc3ccccn3)c12	0	-4	-0.6	-0.6%	-2	-4	0	7	-4%
COc1ccc(Nc2nc(NN)nc(C)c2[N+](=O)[O-])cc1	0	0	0.1	0.0%	7	0	-3	9	-12%
COc1cc(C(=O)Nc2ccc3c(c2)OCCO3)ccc1OC(F)F	1	-8	0.7	-0.4%	-3	1	-6	-18	-18%
O=C(CNC(=O)CNC(=O)c1ccc(Cl)cc1Cl)NCc1cccc(Cl)c1	2	2	-0.8	3.2%	-4	-1	-3	1	-12%
Cc1c(N(CC(=O)O)S(=O)(=O)c2ccccc2)c(=O)n(-c2ccccc2)n1C	3	10	0.3	0.0%	0	2	6	3	-4%
COc1ccc(N(CC(=O)NCc2ccc(F)cc2)C(=O)Cn2nnc(-c3ccc(C)o3)n2)cc1OC	2	5	0.5	1.9%	4	-10	-7	2	1%
COc1ccc(O)c(-c2cc(C(F)(F)C(F)F)nc(-c3ccccc3)n2)c1	4	-6	0.3	1.8%	1	-10	17	7	-14%
O=C(CC1C(=O)NCCN1C(=O)Nc1ccc(F)cc1F)Nc1ccc(F)cc1 (centres undefined)	3	8	0.7	0.5%	-10	-18	3	-15	2%
CCCN(CCC)S(=O)(=O)c1ccc(C(=O)Nc2sc3c(c2C(=O)OC)CCN(CC)C3)cc1	8	-3	7.1	-1.0%	-1	·	27	-1	-1%
NC1=NC(=O)/C(=C/c2ccc(Br)cc2)S1	1	0	0.6	0.4%	-9	-7	20	-13	2%
CCCCCOc1ccc(C(=O)OC(C)C(=O)NCc2ccco2)cc1 (centres undefined)	4	-3	-1.1	-2.0%	1	2	-12	-6	-16%

Part of the list above, with two lines to a compound.
Below each compound – D1 ag | TRHR PAM | TRHR ag | RXFP1 agonist | D1 PAM | RXFP1 antagonist | D1 antag | D2 PAM | Anesthetic bind
> C=CCN1C(=O)/C(=C2/Sc3ccc(OC)cc3N2C)SC1=NCc1ccccc1
    5 | 5 | 0.5 | ? | 6 | 1 | -7 | 17 | -11%
> CCN(CC)S(=O)(=O)c1cccc(NC(=O)c2ccc(-n3nc(C)cc3C)cc2)c1
    4 | -9 | 0.4 | 0.3% | -3 | · | -19 | -8 | -22%
> COc1cc(/C=C2\SC(=O)N(CCNC(=O)c3sc4cc(F)ccc4c3Cl)C2=O)cc(OC)c1OC
    2 | -2 | 0.6 | -7.7% | -7 | -4 | 16 | 0 | -2%
> COc1ccc(N2C(=O)CC(NC34CC5CC(CC(C5)C3)C4)C2=O)c(OC)c1 (centres undefined)
    0 | -2 | -0.7 | -0.2% | 0 | 2 | -6 | -2 | -7%
> Cc1ccc(S(=O)(=O)Nc2ccccc2F)cc1C(=O)NNC(=O)c1csc(N2CCOCC2)n1
    2 | 6 | 1.0 | -0.9% | 3 | -5 | 0 | 5 | ·
> O=C(COC(=O)CCOc1ccccc1)NCCc1ccccc1
    6 | 1 | 0.0 | -0.1% | 0 | 0 | 4 | -12 | ·
> CCC(Oc1ccccc1)C(=O)Nc1ccccc1N1CCCCC1 (centres undefined)
    3 | -7 | 0.3 | -0.2% | -2 | -8 | -18 | 19 | -1%
> CCOC(=O)N1CCN(c2c(NCc3cccs3)c(=O)c2=O)CC1
    1 | -1 | 0.3 | -1.8% | 5 | · | 0 | 5 | 6%
> CC(=O)NC1CCN(CC(=O)Nc2cccc([N+](=O)[O-])c2)CC1
    2 | 0 | 0.3 | -0.3% | 7 | -9 | 1 | 4 | -5%
> C=CCn1c(SCC(C)=O)nc2scc(-c3ccco3)c2c1=O
    8 | -3 | 3.3 | 9.6% | · | 5 | -15 | 1 | -6%

Bioassay records as filed in PubChem BioAssay.
